CHRM5 PAM = CHRM5 positive allosteric modulation; P08912; CHO-K1 hM5, Fluo-8 calcium, ACh EC20 PAM; 0% = ACh EC20, 100% = ACh EC100; activation, % at 3 µM; 360,000 tested, 0.3% active;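 active = activation above the run cutoff, the mean activation of all test compounds plus 3 SD, cut at about 18% in these data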
Target sequence (P08912 whole entry, looked up): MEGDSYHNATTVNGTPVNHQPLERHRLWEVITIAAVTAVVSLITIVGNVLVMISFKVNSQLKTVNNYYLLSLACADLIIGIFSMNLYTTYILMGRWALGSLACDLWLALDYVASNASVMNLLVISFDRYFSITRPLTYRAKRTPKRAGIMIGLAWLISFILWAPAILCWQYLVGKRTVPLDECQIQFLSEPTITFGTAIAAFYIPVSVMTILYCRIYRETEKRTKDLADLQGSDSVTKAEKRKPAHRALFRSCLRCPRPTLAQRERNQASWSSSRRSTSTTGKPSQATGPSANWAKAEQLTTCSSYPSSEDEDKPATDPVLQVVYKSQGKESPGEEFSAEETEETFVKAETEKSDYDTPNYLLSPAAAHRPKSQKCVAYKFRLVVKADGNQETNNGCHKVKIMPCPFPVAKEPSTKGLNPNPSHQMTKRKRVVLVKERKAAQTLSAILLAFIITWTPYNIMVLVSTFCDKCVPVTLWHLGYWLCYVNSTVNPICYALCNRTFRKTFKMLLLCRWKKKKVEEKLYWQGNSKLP
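Measured by: Fluo-8 calcium fluorescence; material: human M5 receptor in CHO-K1 cells; schedule: Post-acetylcholine fluorescence recording 140 s; benchmarks: low control EC20 acetylcholine (0%), high control EC100 acetylcholine (100%); read-out: Max/basal fluorescence ratio as % of EC20–EC100 ACh window; compound: single dose, 3 µM nominal final test concentration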
CRFR2-BP ag = agonists of human CRF-binding protein/CRF-R2 receptor complex; AID 588473; activation, % at 13.2 µM; 350,000 tested, 0.46% active; HEK293 CRF-R2/CRF-BP, calcium dye fluorescence (FLIPR); percent of saturating CRF peptide response;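 active = activation of at least 50%, plus an integration ratio under a set limit after plate pattern correction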;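 also: plate controls were neutral control wells without compound for no effect and CRF at EC100 for full effect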
CHRM5 agonist = agonists of human muscarinic M5 receptor (CHRM5); 360,000 tested, 0.19% active; activation, % at 3 µM; P08912; CHO-K1 hM5 cells, Fluo-8 calcium fluorescence; 0% DMSO wells, 100% maximal acetylcholine response;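 active = activation above the run's mean over test compounds plus 3 SD, cut at about 23% in these data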;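 also: signal is peak over basal fluorescence ratio across the kinetic read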
TAAR1 agonist = agonists of human TAAR1. CHO RD-HGA16 TAAR1, Fluo-8 calcium fluorescence; vehicle wells 0%, saturating PEA agonist 100%. 360,000 tested, 0.99% active. AID 624467. activation, % at 3 µM;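 active = activation above the mean activation of all test compounds in the run plus 3 SD, cut at about 38% in these data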
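Test system: RD-HGA16 (CHO) cells co-expressing Gα16 and hTAAR1; dosing: one-point dosing at 3 µM (nominal); timing: 17-24 h seeding, 75 min 37 °C dye, 30 min RT; signal: kinetic Fluo-8 calcium fluorescence; read-out basis: % activation relative to PEA EC100 response; controls: DMSO and PEA EC100; replicates: n 1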
CHRM4 PAM = CHRM4 positive allosteric modulation; activation, % at 3 µM; CHO-K1 hM4/Gqi5, Fluo-8 calcium fluorescence, ACh EC20; 0% = ACh EC20, 100% = maximal ACh; 360,000 tested, 0.4% active;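 active = activation above its plate's cutoff, the mean activation of sample wells plus 3 SD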; also: some results filed as inactive read as strong as hits
Target sequence (P08173 whole entry, looked up): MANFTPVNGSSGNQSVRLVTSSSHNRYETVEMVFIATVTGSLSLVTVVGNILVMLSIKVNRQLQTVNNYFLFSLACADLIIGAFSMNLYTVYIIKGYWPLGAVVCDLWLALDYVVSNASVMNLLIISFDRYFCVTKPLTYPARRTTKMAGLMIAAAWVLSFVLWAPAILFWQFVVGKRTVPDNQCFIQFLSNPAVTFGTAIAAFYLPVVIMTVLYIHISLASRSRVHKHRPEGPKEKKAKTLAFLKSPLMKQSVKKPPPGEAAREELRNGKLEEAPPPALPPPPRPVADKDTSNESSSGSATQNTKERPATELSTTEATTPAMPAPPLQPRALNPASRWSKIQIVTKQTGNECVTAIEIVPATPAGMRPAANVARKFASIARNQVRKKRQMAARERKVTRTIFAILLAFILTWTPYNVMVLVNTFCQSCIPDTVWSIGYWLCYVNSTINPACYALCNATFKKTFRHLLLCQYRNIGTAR
M1 PAM parental = counter-screen for M1 PAMs: effect in parental CHO-K1 cells | activation, % at 3 µM | 360,000 tested, 0.02% active | AID 602247 | ATP EC20, Fluo-8 calcium fluorescence; 0% at ATP EC20, 100% at ATP max;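 active = activation above the run cutoff, the mean activation of all test compounds plus 3 SD, cut at about 40% in these data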;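 also: peak over basal fluorescence ratio in a 140 s read after ATP addition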
TAAR1 antagonist = antagonists of human TAAR1; CHO RD-HGA16 TAAR1, Fluo-8 calcium fluorescence, antagonist; 360,000 tested, 1.5% active; inhibition, % at 3 µM;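 active = inhibition above a per-plate cutoff, the mean inhibition of test compounds on that plate plus 3 SD, cut at about 49% in these data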;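 also: 0% = DMSO plus EC80 beta-PEA response and 100% = DMSO alone without agonist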
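Assay system: RD-HGA16 CHO cells with stable hTAAR1 and Gα16 / Reagent: EC80 β-phenethylamine stimulus / Doses: 3 µM, single point / Timing: dye loading 75 min at 37 °C, then 30 min room temperature / Measured by: Fluo-8 intracellular calcium dye fluorescence, real-time kinetic reads / Controls: vehicle wells and EC80 agonist wells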
M5 antag = antagonists of human muscarinic M5 receptor (CHRM5) | P08912 | CHO-hM5 cells, Fluo-8 calcium fluorescence, ACh EC80 | inhibition, % at 3 µM | 360,000 tested, 0.59% active;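 active = inhibition above a per-plate cutoff, the mean of that plate's test compounds plus 3 SD, cut at about 27% in these data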;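 also: 0% = acetylcholine EC80 with DMSO and 100% = DMSO without agonist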
CRFBP-R2 block = antagonists of CRF-binding protein/CRF-R2 receptor complex | HEK293 CRF-R2/CRF-BP, CRF-induced calcium fluorescence | inhibition, % at 11.8 µM | 350,000 tested, 0.59% active | AID 588475;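 active = inhibition of the ligand-induced calcium signal above about 50% at the single tested concentration, limit read from the data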
* = called active by the depositor; / = no result given. Not a hit list. Share with any hit: about 4.2%.

| canonical_smiles | CHRM5 PAM | CRFR2-BP ag | CHRM5 agonist | TAAR1 agonist | CHRM4 PAM | M1 PAM parental | TAAR1 antagonist | M5 antag | CRFBP-R2 block |
| --- | --- | --- | --- | --- | --- | --- | --- | --- | --- |
| CC(C)c1cc2c(c(O)c1O)[C@@]13CCCC(C)(C)C1CC2OC3=O (stereo partly specified) | -6 | -1.0 | 2 | 2 | -4 | -1 | 8 | 1 | 5 |
| Cn1ncc([N+](=O)[O-])c1C(=O)Nc1ccc(-c2nc3ccccc3o2)cc1 | -8 | 3.2 | 4 | 9 | -11 | 15 | 44 | 11 | -10 |
| COc1ccc(NC2CCCN(C(=O)CCCn3cncn3)C2)cc1 (stereo unspecified) | 2 | / | -1 | 0 | 1 | 4 | -12 | 1 | / |
| OC(c1ccc(Cl)cc1)C(CN1CCOCC1)c1ccccc1 (stereo unspecified) | 6 | -0.7 | -7 | 6 | 1 | 3 | -14 | 2 | 3 |
| C=C(C)COc1ccc(-c2ncnc(C(F)(F)F)c2-c2ccc(OC)cc2)c(O)c1 | -14 | -0.9 | -5 | 0 | -15 | 5 | 4 | 24 | 3 |
| Cc1nc(NC(=O)/C=C/c2ccc(C(C)(C)C)cc2)sc1C(=O)N(C)C | 2 | -0.6 | 1 | 0 | -1 | 28 | -11 | 0 | -91 |
| CC1CCN(CC(=O)c2cccs2)CC1 | 4 | -1.6 | -1 | 2 | 6 | 12 | -22 | 4 | 1 |
| CC1=CNC(=O)CC(C)(C)C1 | -5 | / | 0 | / | 18 | 9 | / | -1 | / |
| COC(=O)c1ccc(Nc2nc(N3CCOCC3)nc(N3CCOCC3)n2)cc1 | -3 | -0.1 | -2 | -1 | -3 | 5 | 5 | 7 | -5 |
| CCSc1nc2ccccc2n1Cc1nc(N)nc(N(C)C)n1 | 5 | 0.2 | -1 | 0 | 6 | 8 | -2 | 5 | 7 |
| O=C(CSC1CC(=O)N(CCc2ccccc2)C1=O)Nc1ccc(Cl)cc1 (stereo unspecified) | -3 | -1.7 | 1 | 6 | 0 | -9 | -14 | 1 | -19 |
| Cc1cc(NCCCN(C)C)n2c(nc3ccccc32)c1C#N | -4 | -0.1 | -2 | 0 | 2 | -1 | -2 | 4 | -15 |
| COc1cccc(C(=O)OCC(=O)c2c(N)n(C)c(=O)n(C)c2=O)c1 | -1 | -0.9 | 1 | 3 | 0 | -4 | 5 | 5 | -3 |
| CCN1CCN(C(=O)C2CCN(C(=O)c3cc4sccc4n3CC)CC2)CC1 | -5 | 0.1 | -3 | 1 | -1 | -4 | 1 | -3 | -7 |
| CCOc1ccc(NC(=O)C23CC4CC(C2)CC(c2ccccc2)(C4)C3)cc1 | -1 | 1.0 | -6 | 0 | -10 | 14 | 3 | -3 | 10 |
| CCOCCn1c(=NC(=O)c2cc3ccccc3oc2=O)sc2cc(S(N)(=O)=O)ccc21 | 8 | -1.5 | 2 | 4 | 17 | 19 | -20 | 4 | 10 |
| Cc1cc(CNC(=O)Cc2ccc(F)cc2)c2ccccc2n1 | -1 | -4.3 | -2 | 0 | -5 | 9 | -5 | 9 | -11 |
| COCCNc1cc(N)c([N+](=O)[O-])cc1[N+](=O)[O-] | -7 | 0.2 | 0 | 1 | -10 | 1 | -16 | 9 | 35 |
| O=C(Nc1cccc2ccccc12)ON=C1CCCCC1 | -6 | -1.1 | 2 | 1 | 3 | 15 | -10 | 1 | 1 |
| CCc1cccc(N(C(=O)c2csnn2)C(C(=O)NC(C)(C)CC)c2ccccn2)c1 (stereo unspecified) | 2 | -0.5 | -4 | 1 | 1 | 11 | 5 | 6 | 1 |
| Cc1cc(C)cc(OCC(=O)Nc2ccccc2C(=O)N2CCOCC2)c1 | 5 | -6.9 | -1 | 2 | -2 | 4 | 2 | -1 | 10 |
| O=C(c1ccc(Cl)c(Cl)c1)N1CCC(=O)N(C(COCc2cccc(Cl)c2)Cc2ccccc2)CC1 (stereo unspecified) | -4 | 3.3 | 0 | 9 | -9 | 25 | 30 | 2 | -5 |
| O=C(NCc1ccccc1)C1=C[C@H](c2ccc(C(F)(F)F)cc2)C[C@H](OCc2ccc(CO)cc2)O1 | 6 | -1.1 | -1 | -2 | 3 | -8 | -20 | 7 | 4 |
| Cn1c(Cc2ccccc2)[n+](C)c2ccccc21 | 8 | 6.5 | -10 | 2 | 3 | -6 | 2 | -1 | -1 |
| Cc1ccc(S(=O)(=O)N2C[C@H]3n4c(=O)ccc(=O)n4C[C@H](OC(=O)NCc4ccco4)[C@@]3(O)C2)cc1 | 1 | -1.3 | 0 | 4 | 7 | 22 | -29 | 4 | 8 |
| Cc1ccc(-n2nnc3c(=O)oc4ccccc4c32)cc1 | -2 | -3.0 | 0 | 14 | 2 | 21 | 18 | 2 | 40 |
| O=[N+]([O-])c1cc2c(cc1/C=N/n1c(-c3ccccn3)n[nH]c1=S)OCO2 | 10 | -2.2 | -3 | -1 | -1 | 14 | 17 | -1 | 8 |
| COc1ccc(/C(C)=N/N=C2/NC(=O)CC(C(=O)O)S2)cc1F (stereo unspecified) | 6 | 1.5 | 2 | 0 | 0 | 14 | -4 | -1 | -12 |
| NC(=O)c1ccccc1NC(=O)/C=C/c1c(Cl)cccc1Cl | -2 | -1.2 | -1 | 8 | 7 | 7 | 19 | -10 | 29 |
| O=C1Nc2ccc(Cl)cc2C(C#CC2CC2)(C(F)(F)F)O1 (stereo unspecified) | -11 | 0.4 | -2 | 7 | -15 | 21 | 25 | 4 | 15 |

More compounds.
| canonical_smiles | CHRM5 PAM | CRFR2-BP ag | CHRM5 agonist | TAAR1 agonist | CHRM4 PAM | M1 PAM parental | TAAR1 antagonist | M5 antag | CRFBP-R2 block |
| --- | --- | --- | --- | --- | --- | --- | --- | --- | --- |
| Cc1cccc(-n2nc3c(c2NC(=O)C(C)C)CS(=O)(=O)C3)c1C | -6 | -5.6 | -2 | -1 | -10 | -15 | -3 | 5 | -6 |
| Cc1ccc2c(CC(=O)NC3CCS(=O)(=O)C3)coc2c1C (stereo unspecified) | 1 | -1.2 | -1 | 1 | 18* | -1 | 1 | 9 | -1 |
| O=C(CSCC(=O)N1CCCc2ccccc21)Nc1nc(-c2ccccc2)cs1 | -11 | 16 | 2 | 0 | -3 | 13 | 51* | 5 | -15 |
| CCOC(=O)c1cc2cc(C)ccc2[nH]1 | 1 | 2.7 | -8 | 3 | -1 | 10 | -19 | 13 | -1 |
| CCOC(=O)C1(CCOc2ccccc2)CCN(Cc2ccc(COC)o2)CC1 | -17 | 0.1 | -7 | 3 | -8 | 20 | -3 | 12 | -6 |
| CC1=C(C(=O)Nc2cc(C(=O)N3CCC(C)CC3)ccc2C)SCCO1 | -4 | 0.7 | 1 | 0 | 3 | 14 | -20 | 11 | -1 |
| Cc1c(CC(=O)NCC(C)C)c(=O)oc2cc3c(cc12)CCC(C)(C)O3 | -1 | -0.6 | -2 | 2 | -1 | 2 | 1 | -6 | 14 |
| CCOc1ccc(C(=O)NC(C)C2COc3ccccc3O2)cc1 (stereo unspecified) | -6 | 0.1 | -5 | 10 | -2 | 17 | -10 | 1 | 16 |
| Cc1cccc(-c2noc(CCc3ccccc3)n2)c1 | 1 | 2.2 | 1 | 4 | 2 | 3 | -22 | -4 | 17 |
| Cc1ccc(-c2nc3ncccc3o2)cc1NC(=O)c1cccnc1 | 1 | 0.4 | 8 | 2 | -1 | 9 | 10 | 4 | -8 |
| Cc1nc2oc(C(=O)c3ccc(Br)cc3)c(N)c2c2c1COC(C)(C)C2 | 2 | 1.1 | -1 | 2 | 5 | -5 | -2 | -9 | 4 |
| O=C(Nc1ccc(N2CCN(C(=O)c3ccco3)CC2)cc1)c1ccc(F)cc1 | 1 | -0.6 | 3 | 4 | 5 | 21 | 7 | -2 | 27 |
| COc1cc(/C=C2\SC(N)=NC2=O)ccc1OCC(=O)Nc1ccccc1C | 2 | 0.4 | 1 | 12 | 2 | 11 | 37 | 4 | 18 |
| NC(=O)c1ccc(N=Cc2c(O)ccc3ccccc23)cc1 | 7 | 0.0 | -2 | 5 | -1 | -14 | -24 | -1 | -1 |
| COc1ccc(C(c2nnnn2C(C)(C)C)N2CCN(c3nc4ccccc4s3)CC2)cc1OC (stereo unspecified) | 3 | -0.7 | -3 | 2 | -1 | 6 | -11 | -9 | 0 |
| Cc1ccc(C)c(NC(=O)CN2C(=O)C3CC=CCC3C2=O)c1 (stereo unspecified) | -2 | -2.4 | 1 | 1 | 4 | 7 | -11 | -7 | 0 |
| NCC(c1ccccc1Cl)c1c[nH]c2ccccc12 (stereo unspecified) | -2 | 0.7 | -11 | 8 | -6 | 19 | -3 | 20 | -23 |
| CC(C)Cn1c(N)c(C(=O)NCc2cccs2)c2nc3ccccc3nc21 | 1 | 0.2 | 0 | 11 | 5 | 1 | -8 | 1 | -10 |
| Cc1ccc(C2(C)NC(=O)N(CC(=O)Nc3cc(S(=O)(=O)N4CCOCC4)ccc3C)C2=O)cc1 (stereo unspecified) | -5 | 0.8 | -3 | 2 | -2 | -6 | -18 | 1 | -10 |
| O=C(NCCOc1ccccc1)N1[C@H]2CC[C@@H]1C=C(c1ccc(F)cc1OCc1ccccc1)C2 | 3 | 3.2 | -1 | 6 | -2 | 1 | 36 | -1 | 1 |
| CCN(CC)CCn1c2ccccc2c2nc(C)sc21 | 4 | 1.4 | -4 | 1 | -4 | -4 | -8 | -7 | 8 |
| COc1ccc(OCc2cc(C(=O)NC(C)c3csc(C)n3)no2)c(Cl)c1 (stereo unspecified) | -1 | -1.0 | -5 | 4 | -4 | 2 | -10 | 5 | -2 |
| CCOc1ccc(-n2nnnc2SCC(=O)Nc2ccc(NC(C)=O)cc2)cc1 | -5 | 4.2 | 0 | 1 | -4 | 7 | 1 | 13 | 8 |
| COc1ccccc1NS(=O)(=O)c1cc([N+](=O)[O-])ccc1N/N=C/c1c(C)[nH]c2ccccc12 | -4 | 37 | 1 | 33 | 5 | 3 | 58* | 0 | -92 |
| Cc1ccnc(-n2c(C)cc(C=O)c2C)c1 | -5 | 1.6 | 0 | 1 | 0 | 23 | -1 | 11 | 37 |
| Cc1ccc(NC(=O)COc2cccc(-n3cnnn3)c2)cc1S(=O)(=O)N1CCOCC1 | -21 | -0.2 | 5 | 10 | 1 | -13 | 30 | 15 | 10 |

Complete entries from above:
NCC(c1ccccc1Cl)c1c[nH]c2ccccc12 (stereo unspecified) is entered as CHRM5 PAM: -2; CRFR2-BP ag: 0.7; CHRM5 agonist: -11; TAAR1 agonist: 8; CHRM4 PAM: -6; M1 PAM parental: 19; TAAR1 antagonist: -3; M5 antag: 20; CRFBP-R2 block: -23
Cc1ccc(-c2nc3ncccc3o2)cc1NC(=O)c1cccnc1 is entered as CHRM5 PAM: 1; CRFR2-BP ag: 0.4; CHRM5 agonist: 8; TAAR1 agonist: 2; CHRM4 PAM: -1; M1 PAM parental: 9; TAAR1 antagonist: 10; M5 antag: 4; CRFBP-R2 block: -8
